Assay outcomes as filed in PubChem BioAssay.
zVAD death inh: L929 zVAD cell death inhibition; L929 zVAD necroptosis rescue, ATP luminescence, 24 h; with zVAD 60 µM; viability rescue, % at 10 µM; 0.38% of 220,000 active; AID 1377;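 active = activation, scaled between plate controls, above about 75%, limit read from the data; inactive = activation under that limit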;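 also: 0% = zVAD with DMSO and 100% = DMSO alone without zVAD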
Runt-SMMHC FRET: Runt domain-CBFb-SMMHC interaction inhibition. Cerulean-Runt/Venus-CBFb-SMMHC FRET ratio 530/480, 1 h. inhibition, % at 20 µM. 0.74% of 220,000 active. AID 1434;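 active = mean inhibition across duplicate retests at 20 µM reaching about 50%, limit read from the data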;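 also: 0% = DMSO wells and 100% = wells with excess untagged CBFb-SMMHC; inhibitors lower the FRET ratio by blocking Runt binding to CBFb-SMMHC; some results filed as inactive read as strong as hits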
Target sequence (Q01196 whole entry, looked up, the tested form may be a part): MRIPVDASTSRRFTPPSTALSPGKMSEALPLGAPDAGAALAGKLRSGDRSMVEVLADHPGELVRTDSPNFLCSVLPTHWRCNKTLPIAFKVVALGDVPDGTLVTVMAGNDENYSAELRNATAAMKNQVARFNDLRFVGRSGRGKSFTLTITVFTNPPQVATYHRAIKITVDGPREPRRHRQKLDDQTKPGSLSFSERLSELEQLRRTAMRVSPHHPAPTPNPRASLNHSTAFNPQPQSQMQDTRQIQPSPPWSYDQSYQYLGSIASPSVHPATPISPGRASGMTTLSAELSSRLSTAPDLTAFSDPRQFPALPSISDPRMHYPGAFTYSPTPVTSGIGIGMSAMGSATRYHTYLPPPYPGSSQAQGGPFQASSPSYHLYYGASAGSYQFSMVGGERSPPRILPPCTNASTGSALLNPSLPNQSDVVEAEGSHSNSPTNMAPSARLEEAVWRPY
Target sequence (Q13951 whole entry, looked up, the tested form may be a part): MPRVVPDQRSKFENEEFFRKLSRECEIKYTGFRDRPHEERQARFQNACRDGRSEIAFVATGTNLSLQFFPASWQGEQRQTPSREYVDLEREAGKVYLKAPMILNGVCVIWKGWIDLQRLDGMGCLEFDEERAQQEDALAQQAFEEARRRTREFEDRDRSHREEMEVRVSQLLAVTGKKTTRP
Hck-Nef inh: inhibitors of human Hck kinase activated by Nef; inhibition, % at 20 µM; Recombinant Hck-YEEI plus Nef, Z-Lyte FRET kinase assay; 0.68% of 220,000 active; P08631; AID 463187;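 active = Hck-Nef kinase inhibition above about 50%, limit read from the data; inactive = inhibition below that limit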;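 also: 0% = DMSO with Hck plus Nef and 100% = Hck alone without Nef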
TbHK1 inh: T. brucei hexokinase 1 inhibition; inhibition, % at 10 µM; recombinant TbHK1, G6PDH-coupled NADH A340; 0.11% of 220,000 active;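 active = inhibition of 50% or more in the single-dose primary screen; inactive = inhibition below 50%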
14-3-3 Bad inh: disrupts binding of bovine 14-3-3 zeta to phospho-Bad peptide; TR-FRET 14-3-3zeta/Dy647-pBad peptide displacement, 1 h; inhibition, % at 21.7 µM; 0.71% of 220,000 active;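 active = inhibition above about 70%, limit read from the data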;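 also: 0% = full 14-3-3 plus peptide FRET controls and 100% = background without 14-3-3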
p47phox inh: inhibitors of human p47phox binding; p47phox/p22phox peptide binding, fluorescence polarization, 2 h; P14598; AID 1274; 0.53% of 220,000 active; inhibition, % at 24.7 µM;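 active = inhibition above about 30%, limit read from the data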;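 also: 0% = p47phox with labelled peptide and 100% = labelled peptide alone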
Target sequence (P14598 whole entry, looked up): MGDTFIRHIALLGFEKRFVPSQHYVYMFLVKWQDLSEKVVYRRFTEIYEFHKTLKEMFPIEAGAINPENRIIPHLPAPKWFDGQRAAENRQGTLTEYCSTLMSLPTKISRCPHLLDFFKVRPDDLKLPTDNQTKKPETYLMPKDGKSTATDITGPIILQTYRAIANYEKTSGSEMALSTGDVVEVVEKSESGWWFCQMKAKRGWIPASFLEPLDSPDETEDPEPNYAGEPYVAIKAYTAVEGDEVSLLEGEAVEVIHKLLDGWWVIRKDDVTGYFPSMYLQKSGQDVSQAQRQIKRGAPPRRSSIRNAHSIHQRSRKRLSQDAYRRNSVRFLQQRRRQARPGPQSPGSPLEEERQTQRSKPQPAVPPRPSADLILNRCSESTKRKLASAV
EBV gp42 inh: inhibitors of Epstein-Barr virus glycoprotein 42; Q1HVG2; Fluorescence polarization binding assay, mP read-out; inhibition, % (tested at 21.74 µM); 0.42% of 220,000 active; in the data active = inhibition above about 50%
MDM2 E3 inh: inhibitors of human Mdm2 E3 ubiquitin ligase. 0.11% of 210,000 active. AID 1230. signal enhancement, % at 5 µM. cell-based MDM2 ubiquitination luciferase reporter, 2 h; 0 = plate control, 100 = twice control, blank-subtracted. Q00987;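 active = signal enhancement of 30% or more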;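 also: luminescence tracks abundance of the self-degrading MDM2-luciferase fusion protein; higher signal means inhibition of MDM2 E3 ligase activity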
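Assay system: stable mammalian line carrying autodegrading MDM2–luciferase fusion reporter; amount: 2000 cells seeded into each well; buffer or medium: DMEM; benchmarks: plate control and blank wells; signal: luciferase luminescence; timing: 2 h compound exposure at 37 °C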
Runt-CBFb FRET: blocks binding of human RUNX1 Runt domain to CBFb | Q01196+Q13951 | Cerulean-Runt/Venus-CBFb FRET ratio 530/480, 1 h | inhibition, % at 20 µM | 0.46% of 220,000 active;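 active = inhibition over about 50% at 20 µM in the single-dose screen, limit read from the data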;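 also: 0% = DMSO wells and 100% = excess unlabeled CBFb competitor control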
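Measured by: fluorescence energy transfer, 422 nm excitation, 530/480 nm emission; Assay system: Cerulean-Runt domain; Medium: Tris pH 7.5 buffer with BSA; Measure: loss of energy transfer signal; Controls: 5 µM unlabeled CBFb as full-inhibition high control; Incubation: protein complex preformed 1 h, compound exposure 1 h, room temperature, dark.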
Numbers without * were called inactive; . = not tested or not shown; [ ] = dose if it differs, or a comment.

SMILES | zVAD death inh | Runt-SMMHC FRET | Hck-Nef inh | TbHK1 inh | 14-3-3 Bad inh | p47phox inh | EBV gp42 inh | MDM2 E3 inh | Runt-CBFb FRET
CCOC(=O)C(=NC1CCCCC1)NNc1cccc(C(F)(F)F)c1 | 0.9 | 0 | 3 | -4 | -2 | -5 | -21 | -11 | 1
CCOC(=O)c1cnc(SCC(=O)Nc2ccc(N3CCOCC3)c(Cl)c2)nc1N | 0.0 | -5 | 1 | -2 | 2 | -13 | -19 | -12 | -2
O=C(Nc1cccn2ncnc12)c1cccc(C(F)(F)F)c1 | -0.5 | -1 | 20 | 1 | -8 | -5 | -9 | -5 | 1
COc1ccc(-c2cnc(N)n2C)cc1 | 0.9 | -1 | 19 | -3 | -25 | -15 | -17 | 6 | 2
Cc1nn2c(c1-c1ccccc1)N=C(c1ccco1)CC2c1ccccc1 (centres undefined) | 0.0 | -19 | 0 | -10 | 3[fluorescence artefact?] | -32 | -1 | -2 | -6
CCCN(c1ccc(C(=O)OC)cc1)S(=O)(=O)c1ccccc1 | -0.6 | -2 | 3 | 6 | 2 | -5 | -8 | -17 | -3
COc1cc(OC)cc(C(=O)NCC2CCCO2)c1 (centres undefined) | 1.1 | 0 | -2 | 6 | 4 | -6 | 0 | -19 | 1
O=C(O)CCc1ccc(S(=O)(=O)NCCc2ccccc2)cc1 | -0.1 | 0 | 1 | 0 | 4 | -11 | -22 | -9 | -2
COc1ccc2c(CCNC(N)=S)c[nH]c2c1 | -0.2 | -1 | 8 | 5 | -5 | -2 | -8 | -7 | -1
O=C1CSCN1c1ccc(Cl)c(Cl)c1 | 0.9 | -3 | 1 | -1 | -3 | -2 | -4 | -2 | 0
COc1cccc2c(Cl)c(CC=C(Cl)Cl)c(C)nc12 | 4.5 | -3 | 21 | -13 | 1 | 5 | -25 | 7 | 2
CN(C)c1nc2c(c(N)nn2-c2ccc(Cl)cc2)c(=O)o1 | -0.2 | 4 | 2 | 5 | 5 | 0 | -11 | -5 | -5
C=CCn1nc2n(c1=O)-c1ccccc1SC2 | -0.2 | -3 | 1 | 0 | -3 | -3 | 43 | -9 | 1
C=CCNC(=O)CC(=O)N/N=C/c1cccc(C)c1 | -0.1 | 1 | 5 | -1 | 5[fluorescence artefact?] | -9 | -22 | . | 2
CS(=O)(=O)N(CC(=O)Nc1ccccc1C(=O)NCCc1ccccc1)c1ccc2c(c1)OCCO2 | -0.1 | -2 | 0 | 1 | -5 | 3 | 5 | -7 | 2
O=C(CCSc1ccc(Cl)c(Cl)c1)NC12CC3CC(CC(C3)C1)C2 | 4.0 | 4 | 1 | 21 | -8 | -2 | -9 | 3 | 0
COc1ccc(C2C(C(=O)OC3CCCCC3)=C(C)Nc3nnnn32)c(OC)c1OC (centres undefined) | . | 2 | -16 | 3 | 0 | 0 | -4 | -12 | -3
Cc1cc(C)cc(NC(=O)c2ccc(CSc3nnnn3C)cc2)c1 | 0.8 | 3 | 2 | -1 | -3 | -6 | -10 | -7 | -6
CCOC(=O)c1nnn(CC(=O)N2N=C(c3ccccc3)CC2c2ccccc2)c1C(=O)OCC (centres undefined) | -0.2 | 10 | 0 | -4 | -16 | -15 | -15 | 8 | -6
Cc1nnc(SCC(=O)N(C)Cc2ccccc2)[nH]c1=O | -0.2 | -3 | 2 | 3 | -7 | -15 | -1 | -14 | -1
CCOC(=O)C1C(c2ccc(Cl)cc2)NC(=S)NC1(O)C(F)(F)F (centres undefined) | -0.2 | 2 | 2 | 0 | -3 | 5 | 3 | -21 | -1
COc1ccc2c(C)cc(SCC(=O)NCCN3C(=O)CSC3=O)nc2c1 | 0.9 | 2 | 0 | -12 | -13 | -25 | -12 | -10 | 0
N#Cc1ccc(CN2CCN(C(=O)c3ccccc3)CC2)c(Cl)c1 | -0.4 | 2 | -2 | 0 | 0 | -15 | -28 | -10 | 0
Cc1ccc(S(=O)(=O)/N=C2/NC(=O)/C(=C/c3ccccc3)S2)cc1 | 2.6 | -10 | 20 | -7 | -5 | -36 | -15 | 6 | -4
O=C(O)CCSc1nnc(CNc2ccc(Cl)cc2)n1Cc1ccccc1 | 0.2 | -1 | 3 | 2 | 5 | -11 | -9 | 4 | 1
CCN1CCN(Cc2c(O)ccc3c2O/C(=C\c2ccccc2)C3=O)CC1 | 61 | 88* | 3 | -17 | -6 | -1 | -1 | -8 | -65
CCC(Sc1nnc2c3ccccc3n(CC)c2n1)C(=O)Nc1sc2c(c1C#N)CCCC2 (centres undefined) | -1.0 | 1 | 2 | -32 | -5 | -20 | 3 | -5 | -2
CCN(CC)c1ccc(/C=N/OCC(=O)Nc2cccc(C)c2)cc1 | 0.8 | -2 | -1 | -4 | -1 | -176 | -50 | -12 | 1
COc1cc2c(cc1NC(=O)c1cccc(F)c1)CCCC2 | -0.1 | 5 | -2 | 4 | -4 | -4 | -3 | -14 | -2
Cc1ccc(C(CC(N)=O)c2ccco2)cc1 (centres undefined) | -0.1 | -4 | 1 | -4 | -18 | -5 | -11 | -21 | 0
Nc1nc2sc3c(c2c(=O)s1)CCCC3 | 0.3 | 0 | 2 | 3 | 2[fluorescence artefact?] | 6 | -10 | -4 | 1
CN(C)c1ccc(S(=O)(=O)NCC(=O)OCC(=O)Nc2cccc(Cl)c2)cc1[N+](=O)[O-] | 1.4 | -2 | -61 | 4 | -8 | -10 | 0 | -11 | -3
NC(=O)COC(=O)CC(c1ccccc1)c1ccccc1 | 0.9 | -2 | -5 | -3 | -1 | -1 | 4 | -10 | 2
CC(C)(C)c1cccc(P(=O)(c2ccccc2)c2ccccc2)c1O | -0.8 | 2 | 9 | -5 | -1 | -3 | -6 | -10 | 27
O=C(Cn1cc([N+](=O)[O-])cn1)N1N=C(C(F)F)CC1(O)C(F)F (centres undefined) | 0.4 | 3 | -5 | 1 | 0 | 6 | -19 | -13 | 1
C/C(=C\c1ccccc1)C(=O)NCCCn1ccnc1 | 1.5 | 0 | 4 | 0 | -6 | -4 | -5 | -7 | -2
COc1ccc(-n2nnnc2S(=O)(=O)Cc2ccc(C(=O)O)cc2)cc1 | 0.1 | -9 | -1 | 4 | -1[fluorescence artefact?] | -15 | -2 | -4 | -4
Cc1ccccc1NC(=O)c1cc(S(=O)(=O)c2ccccc2)ccc1Cl | -0.8 | -2 | 2 | 1 | 3 | -9 | -2 | 2 | 1
CS(=O)(=O)N1N=C(c2cccs2)CC1c1ccco1 (centres undefined) | -0.8 | 17 | 18 | 7 | 6 | -93 | 12 | -10 | 31
COC(=O)[C@@H]1[C@@H](C)N(Cc2ccccc2)C(=O)N[C@H]1c1cccc(C(F)(F)F)c1 | 0.7 | 0 | 25 | -11 | 2 | -9 | -7 | 18 | 1
CCCc1cc(N2CCC(C(N)=O)CC2)nc(-c2ccccc2)n1 | -0.9 | 0 | 21 | 0 | -10 | -46 | -6 | -14 | 0
Cc1ccc(NC(=S)N(CCN(C)C)Cc2cccs2)c(C)c1 | -1.2 | 43 | 22 | 7 | -7 | -8 | -7 | -11 | 54*
COc1ccc(NCc2n[nH]c(=O)c3ccccc23)cc1 | -0.6 | -3 | 1 | -3 | -8 | -7 | -10 | -7 | 3
O=C1C2CC=CCC2C(=O)N1c1n[nH]c(-c2ccccc2)n1 (centres undefined) | 0.7 | -2 | 2 | -3 | -5 | -5 | 0 | -8 | 1
CCOC(=O)Cc1csc(NC(=O)c2c(-c3c(F)cccc3Cl)noc2C)n1 | 0.1 | 2 | -7 | -6 | 2 | -14 | -13 | -17 | -1
Cc1c(C2(O)C(=O)Nc3ccc(F)cc32)c(=O)n(-c2ccccc2)n1C (centres undefined) | 0.1 | -2 | 4 | 3 | 26 | 4 | -9 | 5 | 0
CC1Cc2ccccc2N1S(=O)(=O)c1cccc(C(=O)N2CC(=O)Nc3ccccc32)c1 (centres undefined) | -0.6 | 9 | 3 | -5 | 9 | -2 | -59 | -5 | 2
O=C(Cc1n[nH]c(=O)c2ccccc12)Nc1cccc(S(=O)(=O)N2CCCC2)c1 | -0.8 | -5 | 3 | -6 | -2 | -14 | -20 | -17 | -1
COc1ccc(/C=N/NC(=O)C(C)n2nnc3ccccc32)cc1OC (centres undefined) | -0.7 | -5 | -17 | -13 | -4 | -3 | -17 | -21 | 2
CNNC(=O)C(=O)NNS(=O)(=O)c1ccccc1 | 1.4 | 2 | 22 | -2 | -7 | -5 | 1 | -6 | 2
CCNC(=S)NNC(=O)c1ccc(OC(F)F)cc1 | -0.2 | -5 | -4 | -7 | 6 | -4 | -20 | -2 | 0
Cc1nnc(SCc2ccccc2)n1CC1CCCO1 (centres undefined) | 1.6 | -1 | -20 | -3 | -2 | -6 | 3 | . | 2

6 entries already listed, ordered by SMILES length, ascending:
SMILES | zVAD death inh | Runt-SMMHC FRET | Hck-Nef inh | TbHK1 inh | 14-3-3 Bad inh | p47phox inh | EBV gp42 inh | MDM2 E3 inh | Runt-CBFb FRET
Cc1nnc(SCc2ccccc2)n1CC1CCCO1 (centres undefined) | 1.6 | -1 | -20 | -3 | -2 | -6 | 3 | . | 2
CNNC(=O)C(=O)NNS(=O)(=O)c1ccccc1 | 1.4 | 2 | 22 | -2 | -7 | -5 | 1 | -6 | 2
Cc1ccc(NC(=S)N(CCN(C)C)Cc2cccs2)c(C)c1 | -1.2 | 43 | 22 | 7 | -7 | -8 | -7 | -11 | 54*
CCOC(=O)Cc1csc(NC(=O)c2c(-c3c(F)cccc3Cl)noc2C)n1 | 0.1 | 2 | -7 | -6 | 2 | -14 | -13 | -17 | -1
Cc1c(C2(O)C(=O)Nc3ccc(F)cc32)c(=O)n(-c2ccccc2)n1C (centres undefined) | 0.1 | -2 | 4 | 3 | 26 | 4 | -9 | 5 | 0
CC1Cc2ccccc2N1S(=O)(=O)c1cccc(C(=O)N2CC(=O)Nc3ccccc32)c1 (centres undefined) | -0.6 | 9 | 3 | -5 | 9 | -2 | -59 | -5 | 2

Compound profiles (already shown). Order of screens: zVAD death inh	Runt-SMMHC FRET	Hck-Nef inh	TbHK1 inh	14-3-3 Bad inh	p47phox inh	EBV gp42 inh	MDM2 E3 inh	Runt-CBFb FRET
CC1Cc2ccccc2N1S(=O)(=O)c1cccc(C(=O)N2CC(=O)Nc3ccccc32)c1 (centres undefined) reads -0.6	9	3	-5	9	-2	-59	-5	2
CCCc1cc(N2CCC(C(N)=O)CC2)nc(-c2ccccc2)n1 reads -0.9	0	21	0	-10	-46	-6	-14	0
COc1ccc(NCc2n[nH]c(=O)c3ccccc23)cc1 reads -0.6	-3	1	-3	-8	-7	-10	-7	3
O=C1C2CC=CCC2C(=O)N1c1n[nH]c(-c2ccccc2)n1 (centres undefined) reads 0.7	-2	2	-3	-5	-5	0	-8	1
